High-throughput results as filed in PubChem BioAssay.
Statin myotox sup: suppressors of simvastatin-induced myotoxicity in C2C12 myotubes | ATP luminescence, 48 h; scaled: DMSO 0, geranylgeraniol control 100 | rescue of ATP level, % at 7.49 µM | 0.78% of 330,000 active | AID 602340;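 active = mean ATP rescue above about 67%, or every replicate alone reaching that limit, limit read from the data, passing the limit was not always enough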;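 also: myotubes were challenged with 10 µM simvastatin during compound exposure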
Cneo AK release: Cryptococcus neoformans lysis via adenylate kinase release | C. neoformans lysis, adenylate kinase release luminescence, 4 h; normalised: neutral wells 0, clomiphene wells 100 | lysis activity, % at 15 µM | 0.2% of 360,000 active;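 active = mean lysis activity across replicates of at least 80%, whatever share of replicates individually reach that level; inactive = mean lysis activity below 80%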
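Test system: log-phase Cryptococcus neoformans yeast cells; Quantity: yeast cell density of 5 × 10^6 cells/mL; Buffer or medium: YPD; Doses: single compound concentration per well; Timing: 4 h at 37 °C static, read 1 h later; Measured by: AK luminescence; Read-out basis: lysis from increased AK signal; Control set: Clomiphene as positive control.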
ARNT-TACC3 inh: disruptors of human ARNT/TACC3 interaction | Q9Y6A5 | AlphaScreen His-ARNT PAS-B/GST-TACC3 binding, luminescence; TACC3 fragment carries E629A point mutation | inhibition, % at 9.99 µM | 0.66% of 390,000 active | AID 623870;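 active = mean inhibition of replicates at least 50% and at least half of replicates each reaching 50%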;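 also: 0% = complete ARNT plus TACC3 wells and 100% = ARNT alone without TACC3; many hits fall short of the cut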
PGC1a acetyl inh: PGC1a acetylation modulation, inhibitor mode | U2OS PGC1a acetylation, AlphaScreen anti-acetyl-lysine; with virally co-expressed GCN5 acetyltransferase | inhibition, % at 15.6 µM | 0.17% of 350,000 active | AID 651687;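 active = every replicate shows inhibition of at least 40%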;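 also: 0% = neutral control wells and 100% = positive control wells; some results beyond the cut were filed as inactive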
LGR2 antag: inhibitors of bursicon-induced Drosophila LGR2 receptor cAMP signaling; HEK293 LGR2, CRE-luciferase, bursicon-stimulated, 4 h; inhibition, % at 9.99 µM; 0.35% of 380,000 active; AID 720647;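 active = drop in luminescence signal, shown as inhibition above about 50% in the replicate tests, limit read from the data, passing the limit was not always enough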;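 also: agonist challenge used bursicon conditioned medium at about half maximal strength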
PAX8 reporter: lowers PAX8-driven luciferase in RMG-I cells; RMG-I TPO-luciferase reporter, SteadyGlo, 24 h; inhibition, % at 12.6 µM; 1.2% of 360,000 active; AID 652154;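 active = mean replicate inhibition at least 60% with every replicate also reaching 60%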;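 also: luciferase light reporting Pax8 driven TPO promoter activity; plate controls were median of neutral control wells for no effect and mitoxantrone controls for full effect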
GSIS activator: GLuc luminescence reporter in INS-1E cells, primary screen for activators of glucose-dependent secretion of insulin; INS-1E GLuc reporter insulin secretion, 2-3 h; activation, % at 16.6 µM; 0.61% of 370,000 active; AID 743287;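 active = lowest replicate activation of at least 40%, so every replicate reaches that level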;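 also: 0% = median of neutral control wells and 100% = median of IBMX positive control wells; some compounds called inactive have numbers as strong as hits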
PglD DTNB: blocks C. jejuni PglD acetyltransferase activity; 0.098% of 360,000 active; purified PglD enzyme, DTNB colorimetric CoA detection; inhibition, % at 12.5 µM; AID 602405; in the data active = inhibition above about 16%, passing the limit was not always enough; also: strong numbers were not always called active
The depositor's hits bear a star; . = no result given.

Structure,Statin myotox sup,Cneo AK release,ARNT-TACC3 inh,PGC1a acetyl inh,LGR2 antag,PAX8 reporter,GSIS activator,PglD DTNB
COCCCN(C(=O)c1ccc(-c2ccc(C(C)=O)cc2)o1)c1c(N)n(CC(C)C)c(=O)[nH]c1=O,7,1,-2,.,-7,-13,5,3
Cc1nn(CC(O)Cn2c3c(c4ccccc42)CCN(C)C3=O)c(C)c1Br (configuration not stated),-4,3,-5,.,.,16,.,0
Cn1c(SCC(=O)N2CCCC2=O)nnc1-c1ccccc1F,-6,4,-3,5,11,14,2,-1
C[C@@H]1CN([C@@H](C)CO)C(=O)c2cc(NS(=O)(=O)c3cn(C)cn3)ccc2O[C@H]1CN(C)Cc1ccncc1,-4,-1,2,-3,4,-2,17,11
COc1ccc(CCNC(=O)CCNC(=O)N2CC(=O)Nc3ccccc32)cc1OC,15,0,7,-10,2,12,4,-4
Cc1[nH]c2ccccc2c1C1=CN2CCS(=O)(=O)N=C2S1,11,9,1,-8,.,.,.,6
Oc1cccc2ccc(/C=C/c3ccccc3Br)nc12,19,-2,1,.,-95,-8,-5,5
CCCCNC(=S)Nc1ccc2nc(N3CCN(CC)CC3)cc(C)c2c1,-4,1,11,8,14,-14,-4,-5
CCC(=O)N1C[C@H](C)[C@@H](OC)CN(C)C(=O)c2cc(NC(=O)c3ccc(F)cc3)ccc2OC[C@@H]1C,7,0,-6,11,-4,12,-19,-2
Cc1ccc(S(=O)(=O)N(C)C[C@H]2OCCCC[C@H](C)Oc3ccc(NC(=O)Cc4ccccc4)cc3C(=O)N([C@@H](C)CO)C[C@@H]2C)cc1,.,70,2,6,-6,-1,-30,-4
Cc1cc(C)n2nc(SCc3cc(=O)oc4ccc5ccccc5c34)nc2n1,.,0,-6,2,.,.,.,6
Cc1ccc(/C=N/NC(=O)CNC(=O)c2ccc(C)c([N+](=O)[O-])c2)o1,.,.,3,.,5,-1,1,.

Sorted by length of the SMILES (high to low): some entries from above
Structure,Statin myotox sup,Cneo AK release,ARNT-TACC3 inh,PGC1a acetyl inh,LGR2 antag,PAX8 reporter,GSIS activator,PglD DTNB
C[C@@H]1CN([C@@H](C)CO)C(=O)c2cc(NS(=O)(=O)c3cn(C)cn3)ccc2O[C@H]1CN(C)Cc1ccncc1,-4,-1,2,-3,4,-2,17,11
Cc1cc(C)n2nc(SCc3cc(=O)oc4ccc5ccccc5c34)nc2n1,.,0,-6,2,.,.,.,6
Cn1c(SCC(=O)N2CCCC2=O)nnc1-c1ccccc1F,-6,4,-3,5,11,14,2,-1

Next part
Structure,Statin myotox sup,Cneo AK release,ARNT-TACC3 inh,PGC1a acetyl inh,LGR2 antag,PAX8 reporter,GSIS activator,PglD DTNB
CC1=Nc2ccccc2/C1=C/c1c(N)n2c(S(=O)(=O)CC(C)C)nsc2nc1=O,.,.,12,.,-11,9,7,.
COCCCNC(=O)CSc1nc2cc(C(=O)NCCOC)ccc2c(=O)n1Cc1ccc2c(c1)OCO2,-12,1,-3,.,-5,3,.,-1
O=C(C[C@@H]1C=C[C@@H](NC(=O)c2ccc(F)cc2)[C@H](CO)O1)NCc1ccncn1,7,0,11,1,-3,-4,-10,-1
CCOc1ccc(C(C)=O)cc1CN1C(=O)NC2(CCCCC2C)C1=O (configuration not stated),8,.,-3,-7,.,-4,.,5
CC1=C(n2nnc([N+](=O)[O-])n2)C(c2cccnc2)C(C#N)=C(N)O1 (configuration not stated),.,.,-1,.,8,1,-7,.
C[C@H]1CN([C@@H](C)CO)C(=O)c2cc(NC(=O)Cn3cnnn3)ccc2O[C@H]1CN(C)Cc1ccncc1,-17,1,0,4,-5,2,15,10
Cc1cccc(-n2nnnc2SC(C)C(=O)NCCC2=CCCCC2)c1 (configuration not stated),22,-1,-5,0,.,.,.,1
Cc1cc(-n2c(C)cc(C(=O)CSc3nc(N)cc(=O)[nH]3)c2C)no1,-5,-3,0,-6,-8,11,2,2
C[C@H](NC(=O)C[C@H]1CC[C@@H](NC(=O)CN2CCOCC2)[C@@H](CO)O1)c1ccccc1,18,2,2,8,4,-10,-10,5
CC1CCN(c2c(NCC3CCC(C(=O)N4CCCCC4)CC3)c(=O)c2=O)CC1 (configuration not stated),10,-3,26,-2,-13,-5,-3,-10
C[C@@H]1CN([C@@H](C)CO)C(=O)c2cccc(NC(=O)C3CCCCC3)c2O[C@@H]1CN(C)Cc1ccc(C(=O)O)cc1,5,9,-2,9,6,.,14,2
O=C(NC1CCOC1)c1ccc(OC2CCN(CCc3ccccc3)CC2)cc1 (configuration not stated),1,3,7,-9,-12,20,6,-4
CN1CCN(C(=O)C[C@H]2C[C@H]3c4cc(NC(=O)Nc5ccc(C(F)(F)F)cc5)ccc4O[C@H]3[C@@H](CO)O2)CC1,10,3,10,-25,3,-15,-7,4
COc1ccc(CN(C)C[C@H]2OCCCC[C@H](C)Oc3ccc(NS(=O)(=O)c4cn(C)cn4)cc3C(=O)N([C@H](C)CO)C[C@@H]2C)cc1,.,58,-6,-2,4,-7,33,3
COCCN(C(=O)COC(=O)CC(C)c1ccccc1)c1c(N)n(Cc2ccccc2)c(=O)[nH]c1=O (configuration not stated),.,.,-3,6,2,6,13,.
COc1ccc(NC(=S)N2CCN(Cc3ccc(C)cc3)CC2)cc1,.,.,13,-4,-4,9,.,.
CN1C(=O)c2cc(NC(=O)NC3CCCC3)ccc2OC[C@H]2O[C@@H](CC(=O)NCC3CC3)CC[C@H]21,-26,-1,1,1,-6,-14,-9,-1
C[C@H](CO)N1C[C@H](C)[C@H](CN(C)C(=O)c2ccccn2)Oc2ncc(-c3cccc(F)c3)cc2C1=O,-5,1,2,-6,14,.,8,1
O=C(c1cc2ccccc2o1)N1CCN=C1SCc1cccc(F)c1,-2,0,-4,-7,-7,-12,19,4
CCOC(=O)C1=C(C)NC(=S)NC1c1ccc(-c2cccc(Cl)c2C)o1 (configuration not stated),.,17,-2,2,.,.,.,2
C[C@H](NC(=O)C[C@H]1CC[C@@H]2[C@H](COC[C@H](O)CN2C)O1)c1ccccc1,3,3,2,-7,-10,2,4,-4
CCC(=O)N[C@@H]1CC[C@H](CCNC(=O)Nc2ccc(C(F)(F)F)cc2)O[C@H]1CO,6,-4,-21,.,-2,-52,-18,1
C[C@H](CO)N1C[C@H](C)[C@H](CN(C)C(=O)[C@H](Cc2ccccc2)N(C)C)OCc2ccccc2-c2c(n(C)c3ccccc23)C1=O,-9,-2,.,6,-18,116*,0,-6
CCCCN1CC(=O)N2[C@H]3c4ccccc4OC[C@@H]3[C@H](c3ccccc3)[C@]2(C)C1=O,1,1,-3,.,-3,6,-14,0

Additional records
Every second line gives: Statin myotox sup	Cneo AK release	ARNT-TACC3 inh	PGC1a acetyl inh	LGR2 antag	PAX8 reporter	GSIS activator	PglD DTNB
- O=C(O)C1C2C=CC(C2)C1C(=O)NC1CCS(=O)(=O)C1 (configuration not stated)
  -3	-2	-9	-8	.	.	.	-6
- CCCC#Cc1ccc2c(c1)[C@@H]1[C@@H](CCN1S(=O)(=O)c1cccc(F)c1)[C@@H](CO)N2C
  -1	3	4	4	3	67*	5	-3
- C[C@@H](NC(=O)[C@H]1[C@H](CO)[C@H]2Cn3c(ccc(C4=CCCC4)c3=O)[C@H]2N1C)c1ccccc1
  6	-6	-8	.	0	.	5	-1
- Cc1ccc(-c2csc(-c3c[nH]c4ccccc34)n2)cc1
  102*	2	-4	-3	-68	.	-20	1
- Cc1noc(C)c1S(=O)(=O)N(C)C[C@@H]1OCCCC[C@@H](C)Oc2ccc(NC(=O)CCCCCC(=O)Nc3ccccc3N)cc2C(=O)N([C@H](C)CO)C[C@@H]1C
  .	108*	-7	14	2	20	-3	2
- COc1ccc(S(=O)(=O)Nc2cc(C)c(O)cc2C(C)C)cc1
  26	-1	0	-18	.	15	.	3
- O=C(c1cc(C2CCCCN2S(=O)(=O)Cc2ccccc2)on1)N1CCOCC1 (configuration not stated)
  9	0	.	-2	35	-18	4	1
- Cc1cc2sc(C(=O)O)c(C)c2s1
  .	1	-13	-1	-11	.	33	4
- C[C@@H]1CN([C@@H](C)CO)C(=O)c2cc(NS(C)(=O)=O)ccc2O[C@H]1CN(C)CC1CCCCC1
  -8	-3	.	0	-22	-7	3	15
- CO[C@H]1CN(C)C(=O)c2cc(NC(=O)C3CC3)ccc2OC[C@@H](C)N(Cc2cccc(F)c2)C[C@@H]1C
  -3	-5	-10	-14	9	-11	-32	1
- C/C=C/c1ccc2c(c1)O[C@@H](CN(C)CC1CCOCC1)[C@H](C)CN([C@@H](C)CO)S2(=O)=O
  -12	4	0	-41	18	-2	0	0
- O=C(Nc1ccc(S(=O)(=O)N2CCc3ccccc32)cc1)C(F)(F)F
  -6	-2	-9	-3	6	-5	-13	-1
- CCOc1ccccc1OCc1nn2c(-c3ccc(C)cc3)nnc2s1
  1	0	-5	6	-3	.	-11	-3
- O=c1nc(N/N=C/c2c[nH]c3ccccc23)cn[nH]1
  .	.	14	-4	-34	-68	8	.
- COCCN1C(=O)N[C@@H](c2cccc(F)c2)C(C(=O)OC)=C1C
  7	-1	-1	9	-5	-25	25	-6
- C/C=C/c1ccc2c(c1)O[C@H](CN(C)C(=O)NC(C)C)[C@H](C)CN([C@@H](C)CO)S2(=O)=O
  -3	-1	-5	-4	0	.	6	0
- Cc1cccc(N2CCN(C(=O)Cc3ccccc3[N+](=O)[O-])CC2)c1C
  -6	-1	3	.	-10	-13	-2	-1
- COc1ccc(OC)c(NC(=O)c2cc3n(n2)C(C(F)(F)F)CC(c2ccc4c(c2)OCO4)N3)c1 (configuration not stated)
  .	3	2	16	.	.	-35	5
- COc1ccc(-c2[nH]ncc2CN(C)C(C)c2ccon2)c(OC)c1 (configuration not stated)
  -2	0	1	10	2	21	1	-6
- CCc1noc(C)c1C(=O)N1CCN(c2ccc([N+](=O)[O-])cc2)CC1
  -23	2	.	-6	2	10	.	-2
- Cc1c(CNCCC2=CCCCC2)c(C(=O)O)c(C)n1Cc1ccccc1
  .	.	1	.	-14	13	-16	.

Pulled by structure from above (7):
Every second line gives: Statin myotox sup	Cneo AK release	ARNT-TACC3 inh	PGC1a acetyl inh	LGR2 antag	PAX8 reporter	GSIS activator	PglD DTNB
- C/C=C/c1ccc2c(c1)O[C@@H](CN(C)CC1CCOCC1)[C@H](C)CN([C@@H](C)CO)S2(=O)=O
  -12	4	0	-41	18	-2	0	0
- O=c1nc(N/N=C/c2c[nH]c3ccccc23)cn[nH]1
  .	.	14	-4	-34	-68	8	.
- O=C(O)C1C2C=CC(C2)C1C(=O)NC1CCS(=O)(=O)C1 (configuration not stated)
  -3	-2	-9	-8	.	.	.	-6
- COc1ccc(S(=O)(=O)Nc2cc(C)c(O)cc2C(C)C)cc1
  26	-1	0	-18	.	15	.	3
- COc1ccc(OC)c(NC(=O)c2cc3n(n2)C(C(F)(F)F)CC(c2ccc4c(c2)OCO4)N3)c1 (configuration not stated)
  .	3	2	16	.	.	-35	5
- CCCC#Cc1ccc2c(c1)[C@@H]1[C@@H](CCN1S(=O)(=O)c1cccc(F)c1)[C@@H](CO)N2C
  -1	3	4	4	3	67*	5	-3
- O=C(Nc1ccc(S(=O)(=O)N2CCc3ccccc32)cc1)C(F)(F)F
  -6	-2	-9	-3	6	-5	-13	-1
